Mito fusion yeast – blocks mitochondrial division or promotes mitochondrial fusion; S. cerevisiae fusion-defective mutant growth rescue, CellTiterGlo 48 h; Potency, µM (top dose mostly 46.1 µM), without a hit: top-dose growth rescue (activation), hits mostly activators; actives 0.23% (n = 320,000); AID 485298;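 also: potency is read from the fitted curve at half-maximal effect; % of control where 0% means no effect; nearly all actives have a fitted effect of over 45% in size; temperature-sensitive fusion mutants such as fzo1-1 at 37 °C on non-fermentable ethanol glycerol medium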
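Yeast fusion mutant, YPEG (non-fermentable carbon), compound, 48 h at 37C non-permissive; CellTiterGlo added, 10 min RT, luminescence read. Rescued growth = division inhibition.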
a7 integrin act – integrin-mediated muscular dystrophy alleviation activation | actives 0.064% (n = 350,000) | Potency, µM (top dose mostly 38.3 µM), without a hit: at the highest dose activation, actives largely listed as activators | AID 624291 | alpha7betagal myoblasts, beta-gal FDG fluorescence, 48 h;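 also: potency is read from the fitted curve at half-maximal effect; 100% = response of the positive control SU9516; nearly all actives have a fitted effect of over 60% in size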
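Alpha7betagal+/- myoblasts (passage 13) were plated 16-24 hr, then exposed to compounds (1:260 dilution of DMSO stock) for 48 hours at 37C. After MPER lysis, β-galactosidase reporter activity was read as FDG fluorescence (ex 480/em 540) after 30 minutes.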
BCR signal inh – blocks chronic active B-cell receptor signaling. ABC-DLBCL IkBa-CBG/CBR reporter, luminescence ratio, 4 h. Potency, µM (top dose mostly 46.1 µM), inactives show at the top dose ratio change, negative = lower green/red ratio, most hits filed as inhibitors. actives 0.05% (n = 340,000); active = well fitted inhibition curve with a large enough effect in the signal ratio, with a control signal flat, not every such curve was filed as active; inconclusive = small, poorly fitted or top-dose-only effect, or effect the other way, or a change in a side signal; the % refers to the signal ratio;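 also: potency is read from the fitted curve at half-maximal effect; plate controls were basal doxycycline-induced cells for no effect and cells given 10 µM MG132 for full effect; MG132 reads +100%, hits lower the ratio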
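Compounds up to 46 uM were incubated four hours with TMD8 cells whose green CBG68 luciferase is fused to IkappaBalpha; red CBR luminescence normalised the signal, and concentration-effect curves were fitted to fusion, red and ratio data.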
A-T KAP1 phos – potential ataxia-telangiectasia treatments restoring KAP-1 phosphorylation. AID 485349. […] A-T fibroblasts, KAP-1 phosphorylation AlphaLISA; neocarzinostatin DNA damage 30 min before lysis. Potency, µM (highest dose often 57.5 µM), inactives show at the top dose activation, hits mostly activators. actives 0.19% (n = 320,000); also: potency is read from the fitted curve at half-maximal effect; % of control where 0% means no effect; nearly all actives have a fitted effect of over 45% in size
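ATM-like activity read as KAP-1 phosphorylation via AlphaLISA donor/acceptor antibody pairs after lysis and 6 hr at 25C. Cells were ATM-null patient fibroblasts ([…], hTERT), dosed 60 min, then exposed to the DSB inducer NCS for 30 min.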
Tb PFK inh – blocks T. brucei phosphofructokinase. O15648. T. brucei PFK, ADP-Glo luminescence. Potency, µM (series often up to 57.5 µM), without a hit: top-dose activity, negative = inhibition, most hits filed as inhibitors. actives 0.17% (n = 330,000);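 also: potency is read from the fitted curve at half-maximal effect; 0% = uninhibited 1x PFK enzyme wells and -100% = no-enzyme wells; nearly all actives have a fitted effect of over 60% in size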
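1.25 nM PFK with 0.5 mM F6P and 0.1 mM ATP in 0.1 M TEA pH 8.0, 5 mM MgCl2, incubated 45 min at room temperature; ADP measured by ADP-Glo luminescence; compounds titrated up to 57 uM.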
TSHR antagonist – human thyrotropin receptor antagonism; AID 504810; actives 0.2% (n = 330,000); activity change, negative = inhibition, % at 11.5 µM; TSHR-expressing cells, TSH-stimulated cAMP HTRF, 2 h; stronger effect = lower value;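 active = activity change below a set negative limit, meaning inhibition stronger than a set level, cut at about -70% in these data; inconclusive = activity change between two set negative limits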; also: % is scaled to controls: 0 for no effect and ±100 for the full control effect
Target sequence (P16473 whole entry, looked up): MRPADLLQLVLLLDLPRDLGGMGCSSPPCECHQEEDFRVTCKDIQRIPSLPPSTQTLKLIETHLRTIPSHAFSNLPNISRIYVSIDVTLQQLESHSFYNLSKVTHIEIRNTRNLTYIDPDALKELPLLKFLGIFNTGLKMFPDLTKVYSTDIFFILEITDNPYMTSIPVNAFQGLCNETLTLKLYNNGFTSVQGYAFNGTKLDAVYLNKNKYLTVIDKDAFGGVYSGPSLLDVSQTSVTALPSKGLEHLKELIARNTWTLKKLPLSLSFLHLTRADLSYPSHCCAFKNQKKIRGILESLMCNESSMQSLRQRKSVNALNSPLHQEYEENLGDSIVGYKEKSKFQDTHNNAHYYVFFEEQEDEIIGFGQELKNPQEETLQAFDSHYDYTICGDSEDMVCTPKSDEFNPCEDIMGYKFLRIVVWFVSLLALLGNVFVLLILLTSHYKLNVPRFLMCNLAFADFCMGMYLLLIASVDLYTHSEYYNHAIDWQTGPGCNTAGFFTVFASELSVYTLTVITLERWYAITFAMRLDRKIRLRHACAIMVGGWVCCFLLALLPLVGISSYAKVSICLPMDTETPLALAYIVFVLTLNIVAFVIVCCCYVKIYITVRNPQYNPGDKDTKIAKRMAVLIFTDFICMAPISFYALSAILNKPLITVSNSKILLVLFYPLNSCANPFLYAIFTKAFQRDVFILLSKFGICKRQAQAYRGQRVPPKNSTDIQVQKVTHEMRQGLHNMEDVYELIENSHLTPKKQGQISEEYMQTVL
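Freshly harvested TSHR cells receive pin-tooled compound, then EC80 TSH at 4nM final. After 2 hours at 37 deg C, antibody in lysis buffer and cAMP-d2 are added; 30 minutes at ambient temperature precede the HTRF read.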
TCR act – activates T cell receptor signaling; primary human leukocytes, anti-CD3, IL-2 HTRF, 48 h; Potency, µM (doses to about 9.22 µM), for inactives: at the highest dose activation of IL-2 secretion, most hits filed as activators; 330,000 tested, under 10 active; AID 504894; also: % of control where 0% means no effect
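Activity was scored as IL-2 release from primary human leukocytes given only a TCR signal (a-CD3 beads) plus compound for 48 hr. Detection used a two-antibody HTRF format read at 665nm.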
ELG1 repair inh – ELG1-dependent DNA repair inhibition; actives 2.3% (n = 330,000); Potency, µM (doses to about 46.1 µM), inactives show at the top dose activity change, negative = inhibition, hits mostly inhibitors; HEK293T ELG1-luciferase reporter, luminescence, 16 h; DNA damage induced by 5-fluorouridine; also: potency is read from the fitted curve at half-maximal effect; % is scaled to controls: 0 for no effect and ±100 for the full control effect; nearly all actives have a fitted effect of over 55% in size
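Step one: seed 2,000 cells per well. Step two: pin-transfer compound or DMSO alongside 5-fluorouridine. Step three: incubate 16 hr, 37 °C, 5% CO2. Step four: add ONE-Glo, wait 30 min, read luminescence.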
ASM inhibitor – inhibitors of human secretory acid sphingomyelinase | Potency, µM (top dose mostly 57.5 µM), for the others: at the highest dose activity change, negative = inhibition, actives largely listed as inhibitors | placental ASM, HMU-PC fluorogenic substrate, 60 min | actives 0.006% (n = 340,000) | P17405; also: potency is read from the fitted curve at half-maximal effect
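Human placenta-derived ASM preincubated with compound 10 min at room temperature, then reacted with 9 uM (final) fluorogenic HMU-PC substrate for 60 min at 37 C. Stop solution raises pH to 10; fluorescence read at Ex 386/Em 447 nm.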
PTAP TSG101 blk – blocks PTAP/TSG101 interaction to inhibit HIV-1 budding; Q99816; Fluorescence polarization, FITC-PTAP peptide / Tsg101 binding; Potency, µM (series often up to 115 µM), for inactives: at the top dose activity change, negative = inhibition, usual class: inhibitors; 340,000 tested, under 10 active; AID 493005; active = well fitted inhibition curve with a large enough effect in the main read-out, with a control signal flat, not every such curve was filed as active; inconclusive = small, poorly fitted or top-dose-only effect, or effect the other way, or a change in a side signal; inactive = no such curve, though single readings can be large or run the other way; also: potency is read from the fitted curve at half-maximal effect; % of control where 0% means no effect
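Fluorescence anisotropy tracks displacement of a FITC-tagged PTAP peptide (50 nM) from the Tsg101 binding domain (10 uM), following a 20 min room-temperature incubation at pH 7.5.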
Eya2 inh – blocks the phosphatase activity of human Eya2. O00167. Potency, µM (titrated, usually from 76.9 µM), for inactives: at the highest dose activity, negative = inhibition, hits mostly inhibitors. recombinant Eya2, OMFP fluorescence dephosphorylation (OMFP is methylfluorescein phosphate). actives 0.006% (n = 330,000); also: potency is read from the fitted curve at half-maximal effect; % is scaled to controls: 0 for no effect and ±100 for the full control effect
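Eya2 protein (added as 0.2 uM solution) was preincubated with compound for 10 min at ambient temperature in 50 mM HEPES pH 7.5, 50 mM NaCl, 5 uM MgCl2, 0.05% BSA, 1 mM DTT. OMFP (added at 50 uM) then reacted 10 min; fluorescence read at 485/525 nm.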
An asterisk follows results filed as active; ? = inconclusive; . = no result given; & = joins results of further samples; ! = not active in a repeat; [ ] = remark or other dose. Unless noted, calls follow the shape of the dose curve; as a rule, active = well fitted curve in the direction sought with a large enough effect; inconclusive = small, poorly fitted or top-dose-only effect, or another doubt; inactive = no such curve, though single readings can be large; an effect the other way counts as inactive or inconclusive.

Value order – Mito fusion yeast	a7 integrin act	BCR signal inh	A-T KAP1 phos	Tb PFK inh	TSHR antagonist	TCR act	ELG1 repair inh	ASM inhibitor	PTAP TSG101 blk	Eya2 inh
O=[N+]([O-])c1ccccc1CNCCCCCO
    -5%	-42%[inhibitor]	-2%	18%	-8%	-5	-2%	6%	5%	-2%	0%
CCc1cc(SC#N)cc(C)c1NC(=O)CCl
    -25%	-13%	?	.	-6%	26	1%[46.1 µM]	?	9%	-6%	5%
O=C(CNS(=O)(=O)c1ccccc1)NCC(=O)N1CCCCC1
    2%	12%	-1%	5%	-7%	1	-2%	6%	6%	-2%	0%
O=C(NNC(=S)NCc1ccccc1)c1cccc([N+](=O)[O-])c1
    9%	-17%	-7%	-3%	0%	0	6%	-5%	-2%	2%	-4%
CCN(C(=O)c1ccc(NC(=O)Cc2ccccc2)cc1)c1ccccc1
    2%	-9%	-2%	-10%	-2%	3	-7%	-12%	0%	-2%	-6%
Cc1ccc(C(=O)N/C(=C\c2ccc(-c3cccc([N+](=O)[O-])c3)o2)C(=O)NC(C)(C)C)cc1
    9%	-21%	17%	0%	8%	-24	1%[46.1 µM]	?	-11%	1%	-3%
OCCC1CN(Cc2cnc(-c3ccccc3)s2)CCN1C1CCCCC1 (stereo not drawn)
    -1%	-23%	-7%	9%	-6%	-11	-6%	17%	0%	0%	-1%
O=C(Nc1ccc(Cl)cc1Cl)c1cc2ccccc2o1
    0%	9%	?	?	3%	-13	.	?	-1%	-1%	0%
Cc1ccccc1NC(=O)N1CCN(C(=O)c2ccco2)CC1
    1%	?	?	-4%	1%	-6	0%	4%	8%	1%	9%
CCCC(=O)Nc1ccccc1NC(=O)c1ccc(OC)cc1
    1%	-4%	-1%	2%	-1%	-9	3%	-8%	0%	1%	3%
O=C(N/N=C/c1cc(Br)cc(Br)c1O)c1cccc(N2CCCC2=O)c1
    5%	-41%	-9%	-3%	5%	-10	.	?	-25%	12%	3%
CCc1nnc(SCc2ccc(CSc3nnc(CC)n3N)cc2)n1N
    -1%	1%	-1%	3%	-5%	0	-2%	4%	0%	-1%	-12%
Cc1ccc(NS(=O)(=O)c2ccc3[nH]c(=O)c(=O)[nH]c3c2)cc1Cl
    2%	-9%	-2%	13%	-6%	4	-2%	2%	-20%	0%	6%
CCOc1cccc(CN2CCCC(C(=O)Nc3ccc(-c4ccn[nH]4)cc3)C2)c1O (stereo not drawn)
    2%	7%	-11%	2%	1%	1	4%	-15%	1%	-6%	-24%
Cc1cccc(Nc2nc(N)nc(CN3CCC(C)CC3)n2)c1C
    0%	1%	8%	.	-1%	12	-14%	?	-1%	1%	6%
COc1ccc(CCNC(=O)c2[nH]c(C)c(C(C)=O)c2C)cc1
    -1%	-17%	?	-2%	0%	-7	1%	-17%	-1%	-2%	7%
CC(=O)c1ccc(N/C=C/C(=O)c2ccc(Br)cc2)cc1
    1%	0%	?	3%	-2%	-14	.	?	112%[activator]	-2%	9%
Cc1cc(C)c(NC(=O)C2CCCN2C(=O)NC2CCCCC2)c(C)c1 (stereo not drawn)
    -3%	10%	3%	5%	0%	1	-5%[46.1 µM]	-3%	-1%	1%	5%
CC(C)Nc1nc(NC(C)C)nc(OCCOC(=O)c2ccccc2)n1
    ?	-23%	-9%	-2%	0%	-1	-2%[46.1 µM]	-17%	-3%	-2%	-4%
O=C(CCCN1CCC(O)(c2ccc(Cl)cc2)CC1)c1ccc(F)cc1
    12µM*!	.	-11%&0%	-6%	-3%&1%	5&5&14	16%	?	-7%	0%	-8%&6%&8%
CCOc1ccc(/C=N/NC(=O)C(C)N(c2ccc(OC)cc2)S(C)(=O)=O)cc1OCC (stereo not drawn)
    0%	-2%	-22%	2%	-2%	-10	2%	-14%	-6%	-1%	-9%
Nc1ccccc1Sc1ccc(C(=O)c2ccccc2C(=O)O)cc1[N+](=O)[O-]
    4%	-16%	-2%	-4%	-4%	7	-5%	4%	17%	-1%	8%
Cc1cc(C)n2nc(C)c(-c3ccc(Cl)cc3)c2n1
    10%	-20%	-5%	9%	-1%	-2	-1%	-3%	-10%	-5%	-26%
Cc1ccc(CS(=O)(=O)Cc2ccc(C(=O)NCCCN3CC(C)CC(C)C3)o2)cc1 (stereo not drawn)
    -14%	-34%	4%	-8%	0%	14	-4%	19%	2%	-2%	-1%
COc1ccccc1C(=O)N/N=C(\C)CC(=O)Nc1ccc(Nc2ccccc2)cc1
    17%	5%	?	17%	0%	-3	0%	?	-6%	-2%	-20%
COC(=O)c1cnn(-c2ccc(F)cc2F)c1/C=N/NC(N)=S
    0%	-10%	?	1%	1%	1	-2%	13µM*	-2%	1%	-10%
O=C(Nc1nccs1)C(F)(F)C(F)(F)C(F)(F)C(=O)Nc1nccs1
    -6%	45%	?	-8%	-2%	0	-2%	-12%	-2%	0%	6%
CCCN(CCC)c1ccc(/C=N/NC(=O)CN2CCOCC2)cc1
    4%	-3%	-20%	1%	2%	-2	.	-12%	461%[activator]	-1%	7%
COc1ccc(-c2nc(CS(=O)CC(=O)NCc3ccco3)c(C)o2)cc1 (stereo not drawn)
    -3%	-6%	-1%	16%	2%	14	11%	0%	-2%	-2%	5%
OC(COc1cccc(OCC(O)CN2CCOCC2)c1)CN1CCOCC1 (stereo not drawn)
    -4%&1%	4%&1%	-8%&-12%	-10%&1%	-1%&-3%	-10&-12	-6%&-9%	?	-9%&1%	-2%&-5%	12%&-16%
O=C(N/N=C/c1ccsc1)c1cc(-c2ccncc2)nc2ccccc12
    -16%	-7%	?	-3%	-3%	-1	-4%[46.1 µM]	3%	-2%	-6%	4%
COc1ccc(-c2nnc(SCC(=O)c3ccc[nH]3)o2)cc1
    1%	-6%	?	-2%	-5%	4	1%	?	0%	1%	12%

Some of the entries above, reformatted:
Structure | Mito fusion yeast | a7 integrin act | BCR signal inh | A-T KAP1 phos | Tb PFK inh | TSHR antagonist | TCR act | ELG1 repair inh | ASM inhibitor | PTAP TSG101 blk | Eya2 inh
CC(=O)c1ccc(N/C=C/C(=O)c2ccc(Br)cc2)cc1 | 1% | 0% | ? | 3% | -2% | -14 | . | ? | 112%[activator] | -2% | 9%
CC(C)Nc1nc(NC(C)C)nc(OCCOC(=O)c2ccccc2)n1 | ? | -23% | -9% | -2% | 0% | -1 | -2%[46.1 µM] | -17% | -3% | -2% | -4%
Cc1ccc(C(=O)N/C(=C\c2ccc(-c3cccc([N+](=O)[O-])c3)o2)C(=O)NC(C)(C)C)cc1 | 9% | -21% | 17% | 0% | 8% | -24 | 1%[46.1 µM] | ? | -11% | 1% | -3%
CCc1cc(SC#N)cc(C)c1NC(=O)CCl | -25% | -13% | ? | . | -6% | 26 | 1%[46.1 µM] | ? | 9% | -6% | 5%
COC(=O)c1cnn(-c2ccc(F)cc2F)c1/C=N/NC(N)=S | 0% | -10% | ? | 1% | 1% | 1 | -2% | 13µM* | -2% | 1% | -10%

Screening data from PubChem.
